MBNL1-CUG inh: inhibitors of human MBNL1 binding to CUG repeat RNA; Q9NR56; TR-FRET MBNL1-His/biotin-(CUG)12 binding, 665/545 ratio; Potency, µM (titrated, usually from 57.5 µM), inactives show at the highest dose activity change, negative = inhibition, hits mostly inhibitors; 0.036% of 280,000 active; AID 2675; active = well fitted inhibition curve with a large enough effect in the signal ratio, with a control signal flat, not every such curve was filed as active; inconclusive = small, poorly fitted or top-dose-only effect, or effect the other way, or a change in a side signal; inactive = no such curve, though single readings can be large or run the other way; the % refers to the signal ratio; also: % is scaled to controls: 0 for no effect and ±100 for the full control effect
Target sequence (Q9NR56 whole entry, looked up): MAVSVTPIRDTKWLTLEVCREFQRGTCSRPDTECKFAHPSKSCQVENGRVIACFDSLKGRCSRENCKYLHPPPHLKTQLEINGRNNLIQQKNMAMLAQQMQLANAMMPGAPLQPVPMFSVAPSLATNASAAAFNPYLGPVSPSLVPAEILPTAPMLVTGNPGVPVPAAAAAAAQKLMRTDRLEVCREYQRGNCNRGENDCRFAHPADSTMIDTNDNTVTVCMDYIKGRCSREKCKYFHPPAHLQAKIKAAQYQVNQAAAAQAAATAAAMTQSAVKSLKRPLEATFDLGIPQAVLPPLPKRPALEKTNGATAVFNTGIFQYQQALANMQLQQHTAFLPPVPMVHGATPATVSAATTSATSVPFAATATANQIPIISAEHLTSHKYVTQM
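Ratiometric TR-FRET (665 over 545 nm, excitation 340 nm) tracks disruption of MBNL1-His/biotin-(CUG)12 complex after 60 min at room temperature, with compounds at 92 nM to 58 uM final.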
uPA generation: blocks generation of uPA at the cell surface; 0.31% of 330,000 active; Potency, µM (doses to about 38.3 µM), for the others: top-dose activity change, negative = inhibition, hits mostly inhibitors; cell surface uPA generation assay, qHTS; AID 540303; active = well fitted inhibition curve with a large enough effect; inconclusive = small, poorly fitted or top-dose-only effect; inactive = no such curve, though single readings can be large or run the other way; tested in mouse RAW 264.7 cells; also: % is scaled to controls: 0 for no effect and ±100 for the full control effect; nearly all actives have a fitted effect of over 55% in size
NPC1 prom act: activates the NPC1 promoter; Potency, µM (series often up to 9.22 µM), for the others: top-dose activation, usual class: activators; 2.4% of 320,000 active; Huh7 NPC1 promoter luciferase reporter, 24 h;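 also: % of control where 0% means no effect; nearly all actives have a fitted effect of over 60% in size; reporter is driven by a mutant NPC1 promoter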
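Compounds in DMSO were transferred onto Huh7 NPC1-luciferase reporter cells pre-incubated 2 h; after 24 h at 37 °C, Amplite reagent was dispensed and luminescence recorded 10 min later.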
FLuc modulator: inhibits or activates purified firefly luciferase, miR-21 counter-screen | 6.9% of 360,000 active | Potency, µM (top dose mostly 57.5 µM), for the others: at the top dose activity change, negative = inhibition, most hits filed as inhibitors | P08659 | purified FLuc, Km substrates, luminescence inhibition;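 also: plate controls were vehicle for no effect and reference inhibitor for full effect; nearly all actives have a fitted effect of over 55% in size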
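Biochemical qHTS of compounds, final roughly 60 µM downward over six points, against 10 nM purified firefly luciferase using Km concentrations of substrates (10 uM D-luciferin, 10 uM ATP) in Tris acetate pH 7.5 buffer; luminescence output.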
Rab9 promoter act: activators of Rab9 promoter; Huh7 Rab9 promoter-luciferase reporter, luminescence, 24 h; Potency, µM (titrated, usually from 9.22 µM), without a hit: at the top dose activation, negative = inhibition, most hits filed as activators; 2.8% of 320,000 active; AID 485297; also: % of control where 0% means no effect; nearly all actives have a fitted effect of over 60% in size
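Luminescence from Amplite-detected luciferase (10 minutes, ambient) reports Rab9 promoter activation. Before that, stable Rab9-luciferase Huh7 cells (1500/well, reduced-serum OP-MEM I plus 10% FBS) were exposed to compound for 24 hours at 37C.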
ELG1 genotoxic: genotoxicity induction in ELG1-luciferase HEK293T cells; 1.3% of 330,000 active; Potency, µM (highest dose often 46 µM), without a hit: top-dose activity change, positive = activation, usual class: activators; HEK293T ELG1-luciferase reporter, luminescence, 16 h; also: % of control where 0% means no effect; nearly all actives have a fitted effect of over 60% in size
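HEK293T cells expressing luciferase-tagged ELG1 were exposed to compound or DMSO vehicle for 16 hr at 37 °C and 5% CO2. Luciferase activity was then measured with ONE-Glo after 30 min at room temperature.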
Gal4-VP16 FLuc: Gal4-VP16 reporter inhibition counter-screen; Drosophila S2 Gal4-VP16 UAS-luciferase, luminescence, 20 h; 3.5% of 310,000 active; Potency, µM (titrated, usually from 53.6 µM), without a hit: at the top dose activity, negative = inhibition, most hits filed as inhibitors;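 also: Gal4-VP16 expression switched on by copper sulfate through the metallothionein promoter; % is scaled to controls: 0 for no effect and ±100 for the full control effect; nearly all actives have a fitted effect of over 50% in size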
RORg inh: blocks mouse ROR gamma transcriptional activity; P51450; Drosophila S2 Gal4-RORgamma UAS-luciferase reporter, 20 h; Potency, µM (doses to about 53.6 µM), without a hit: at the highest dose activity change, negative = inhibition, hits mostly inhibitors; 5.4% of 310,000 active; AID 2551; also: % is scaled to controls: 0 for no effect and ±100 for the full control effect; nearly all actives have a fitted effect of over 60% in size
Target sequence (P51450 whole entry, looked up, the tested form may be a part): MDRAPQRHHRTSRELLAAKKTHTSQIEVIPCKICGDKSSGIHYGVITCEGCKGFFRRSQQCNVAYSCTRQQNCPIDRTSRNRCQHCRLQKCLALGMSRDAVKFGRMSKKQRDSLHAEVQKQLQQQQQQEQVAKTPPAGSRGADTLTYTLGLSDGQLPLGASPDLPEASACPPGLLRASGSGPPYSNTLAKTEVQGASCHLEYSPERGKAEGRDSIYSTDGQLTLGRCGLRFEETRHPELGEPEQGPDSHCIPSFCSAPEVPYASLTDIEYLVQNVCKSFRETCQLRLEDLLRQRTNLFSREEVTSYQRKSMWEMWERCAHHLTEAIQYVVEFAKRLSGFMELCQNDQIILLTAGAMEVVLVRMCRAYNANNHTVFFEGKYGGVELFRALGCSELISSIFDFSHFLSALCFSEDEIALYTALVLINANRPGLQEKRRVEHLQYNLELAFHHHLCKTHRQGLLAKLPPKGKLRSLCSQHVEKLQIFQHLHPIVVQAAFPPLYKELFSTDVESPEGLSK
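Stable Schneider cell line, Gal4 DNA-binding domain fused to ROR gamma, UAS-luciferase. Cmpd 1 hr RT → CuSO4 700 uM final → 20 hr RT → luciferase reagent 10 min → luminescence.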
BRCA1 expr up: increases BRCA1 expression | Potency, µM (top dose mostly 46.1 µM), for the others: at the top dose activation, usual class: activators | MCF7-BRCA1-FFLuc reporter, luminescence, 48 h; response scale: scaled: vehicle 0%, 10 µM genistein 100% | 1.1% of 380,000 active; also: nearly all actives have a fitted effect of over 80% in size; some results filed as inactive show a strong effect at the top dose
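MCF7 cells carrying a BRCA1-firefly luciferase reporter (2000 cells/well, phenol-red free MEM) were attached for 2 h at 37 °C, then given compounds for 48 h. Luminescence was read 15 min after luciferase reagent; activity normalized to genistein (10 microM) and DMSO.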
p53 reactivator: restores transcriptional activity of mutant p53; H1299 p53-A138V BP100-luciferase reporter, luminescence, 24 h; Potency, µM (series often up to 92.2 µM), for inactives: top-dose activity change, positive = activation, actives largely listed as activators; 0.063% of 320,000 active; AID 504706; also: % of control where 0% means no effect; nearly all actives have a fitted effect of over 45% in size
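p53-null H1299 cells stably carrying temperature-sensitive p53-A138V and a BP100-luciferase reporter were pinned with compounds (4-point, 1:5 series) and held 24 hrs at 37 deg C. Luminescence was read 10 min after detection reagent.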
Active calls of the source: *; ? = inconclusive; nt = not tested or not shown; & = joins results of further samples; [ ] = another dose, or the depositor's remark. Unless noted, calls follow the shape of the dose curve; as a rule, active = well fitted curve in the direction sought with a large enough effect; inconclusive = small, poorly fitted or top-dose-only effect, or another doubt; inactive = no such curve, though single readings can be large; an effect the other way counts as inactive or inconclusive. Potency is read from the fitted curve at half-maximal effect.

SMILES | MBNL1-CUG inh | uPA generation | NPC1 prom act | FLuc modulator | Rab9 promoter act | ELG1 genotoxic | Gal4-VP16 FLuc | RORg inh | BRCA1 expr up | p53 reactivator
Cc1c(C#N)c(SCC(N)=O)nc2c1CCCC2 | 4% | 0% | -2% | -2% | 5% | 0% | -2% | 5% | -1% | -3%
Cc1cc2nnc(SCC(=O)N3CCCCC3)n2c(N)n1 | -6% | -33% | 1% | 0% | -1% | 1% | 10% | -9% | -7% | 0%
Cc1ccccc1C(=O)NC1CCN(Cc2nnnn2Cc2ccc(F)cc2)CC1 | -8% | nt | 0% | -4% | 7% | 13% | -6% | -2% | -1% | -8%
Cn1c(SCC(=O)Nc2ccc(NC(=O)c3cccc(F)c3)cc2)nnc1-c1ccncc1 | -3% | -1% | -7% | 1% | 1% | ? | -21% | -20% | 12% | 3%
COc1ccc(/C=C(\C#N)C(=O)Nc2cc(S(=O)(=O)N3CCOCC3)ccc2N2CCCC2)cc1 | 25% | -9% | 0% | -14% | -6% | -1% | 9% | -3% | 3% | -4%
Cc1cc(=O)oc2c3c(cc(OCC(=O)NCc4ccco4)c12)OC(C)(C)CC3 | -10% | 4% | 0% | -2% | -4% | -1% | 4% | 32% | 0% | 0%
COc1ccc(NC(=O)c2ccc(NC3CC(=O)N(c4ccc(C)cc4C)C3=O)cc2)cc1 (stereo not drawn) | 9% | 1% | -3% | -14% | 0% | 7% | ? | 0% | 12% | -1%
Cc1cc(C)c[n+](-c2[nH]c(=O)sc2/C=N/N=C(\N)[S-])c1 | ? | 13% | -1% | -2% | -1% | 0% | 10% | 4% | 1% | 1%
CCCCN(CCCC)S(=O)(=O)c1ccc(NC(=O)c2ccc([N+](=O)[O-])cc2Cl)cc1 | nt | -12% | -8% | 1% | -13% | -10% | -16% | -36%[10 µM] | -66% | -10%
COc1ccc(Br)cc1C(=O)Nc1ccccc1-c1ccccc1 | -4% | nt | 0% | -2% | -1% | -7% | -9% | 2% | -83% | 10%
O=C(CN1CCCCCC1)NCCc1ccc(F)cc1 | -17% | -4% | -3% | 8% | 4% | 0% | -1% | 20% | 2% | -1%
CCOC(CNC(=O)Cc1c(C)nc2c(-c3ccccc3)c(C)nn2c1C)OCC | -27% | -5% | -1% | -14% | 2% | -4% | -9% | 3% | 0% | -2%
O=C(NCCC(=O)N1CCN(S(=O)(=O)c2ccccc2F)CC1)Nc1ccccc1 | nt | -1% | 0% | 4% | 0% | 2% | nt | nt | 1% | -3%
COCCn1c(SCC(=O)NCCc2ccc(OC)c(OC)c2)nc2c([nH]c3ccccc32)c1=O | 5% | 0% | 0% | -3% | 6% | -1% | -18% | 6% | 80% | 0%
O=C(Nc1ccccc1)NC1CCCCNC1=O (stereo not drawn) | -13% | -1% | 3% | -10% | 2% | 1% | 6% | 8% | 9% | 8%
Cn1c(CCNC(=O)c2ccc(F)cc2)nc2ccccc21 | -3% | -2% | 1% | -9% | 2% | -2% | 4% | -22% | -9% | -13%
COc1ccc(CCN2C(=O)CN(Cc3ccccc3)CC2=O)cc1OC | -16% | 0% | 1% | -1% | -6% | 0% | -7% | 11% | 11% | -6%
N#Cc1ccsc1NC(=O)c1ccc(Cl)c([N+](=O)[O-])c1 | nt | ? | -2% | 6µM* | 9% | -1% | -1% | -3% | -25% | 26%
COc1ccccc1N(CC(=O)N1CCc2ccccc2C1)S(C)(=O)=O | 3% | -2% | -4% | 0% | -1% | -2% | 2% | -13% | -28% | -2%
CCC(=O)N1CCCc2ccccc21 | -5% | -6% | 1% | -1% | 0% | 5% | 4% | -1% | -10% | 5%
COC(=O)COc1ccc(-c2ccc(F)cc2)cc1C=O | 2% | -5% | -1% | ? | 0% | -1% | -14% | 36% | -22% | 8%
CC(C)(C)OC(=O)N1CCC[C@H]1C(=O)NCc1ccc(Cl)cc1Cl | -5% | nt | -2% | 7% | 1% | 0% | -6% | 18% | -4% | -1%
C=CCn1c(SCc2ccccc2C#N)nnc1-c1ccccc1O | -2% | -3% | -3% | 2% | -2% | 0% | 1% | -40% | 3% | 2%
CC12CCC(C/C1=N/NC(=O)COc1ccccc1Cl)C2(C)C (stereo not drawn) | -5% | 0% | 0% | -17% | 5% | -1% | -7% | -4% | -19% | 6%
CSc1cccc(NC(=O)C(C)NS(=O)(=O)c2ccc(F)cc2)c1 (stereo not drawn) | -1% | nt | 1% | -15% | -1% | -1% | ? | 30% | -22% | 1%
CCN=C(Nc1ccc(Cl)cc1)c1cccnc1 | -3% | -2% | -3% | 1% | 3% | -1% | 1% | -22% | 20% | -1%
Cc1ccc(C(NC(=O)N2CCCC2)C(Cl)(Cl)Cl)cc1F (stereo not drawn) | -1% | 0% | -7% | -1% | -7% | -8% | -9% | ? | -33% | 5%
COc1ccccc1CC(=O)Nc1ccc2nc(C)sc2c1 | -18% | 4% | 17% | 17µM* | 21% | ? | 29% | 30% | 41% | ?
CCOC(=O)c1sc(NC(=O)c2c(OC)cccc2OC)nc1C | -2% | 1% | -3% | 4%[2.3 µM] | 22% | 1% | -4% | 0% | 26% | 1%
O=C(CN1CCC(C(=O)c2ccc3c(c2)OCCO3)CC1)Nc1ccccc1F | 4% | 2% | -2% | -5% | -1% | 0% | 6% | 5% | -49% | -4%
CCCn1c(N)cc(=O)n(CCC)c1=O | -1% | 3% | -4% | 0% | -5% | 6% | 4% | 8% | -2% | -4%
Cc1ccc(NCc2nnc(SCC(=O)Nc3cc(C)on3)n2C)cc1 | -15% | 10% | 0% | 0% | -1% | 4% | 4% | 0% | -7% | 6%
CC1CCC(NC(=O)c2ccc3snnc3c2)CC1 (stereo not drawn) | 2% | 4% | ? | ? | ? | ? | -24% | 18% | 22% | ?
O=C(Nc1cccc(F)c1)Nc1ccnn1C1CCN(C(=O)c2cscn2)CC1 | ? | -1% | 4% | ? | 14% | 17% | -9% | -2% | 2% | ?
COC(=O)C1(CCSC)NC(c2ccc(O)cc2)C2C(=O)N(c3ccc(F)cc3)C(=O)C21 (stereo not drawn) | 3% | 1% | -3% | -11% | 2% | -2% | -4% | -3% | 1% | 1%
O=C(NC1CCCCCC1)c1ccccc1-c1ccccc1 | ? | 0% | 0% | 0% | 0% | -1% | -14% | 8% | -13% | -3%
O=C(NCc1ccccn1)C12CC3CC(CC(C3)C1)C2 | -7% | -3% | -5% | -1% | -1% | 3% | -18% | -18% | -1% | -5%
CCOC(=O)Cc1nnc(Nc2cc(C)ccc2C)c2ccccc12 | -1% | -1% | -7% | -1% | -3% | -2% | 0%[10 µM] | 5% | 8% | 3%
Cc1ccc(C(=O)NNC(=O)c2n[nH]c(=O)c3ccccc23)cc1C | nt | 0% | 17% | ? | 19% | 4% | nt | nt | 0% | 10%
CCOC(=O)c1cnc(SCc2nc(N)nc(Nc3ccccc3OC)n2)nc1N | 0% | nt | -2% | -19% | -2% | -1% | 16% | -8% | nt | -3%
O=C(NCc1cccnc1)NC1CCCN1S(=O)(=O)c1ccc(Cl)cc1 (stereo not drawn) | 10% | 2% | -2% | 4% | 0% | -3% | 4% | -3% | 2% | 11%
CCOC(=O)c1c(C)[nH]c(C)c1C(=O)COC(=O)C1CCCN1S(=O)(=O)c1ccccc1F (stereo not drawn) | -8% | -2% | 4% | 4% | 5% | 1% | -1% | 2% | -6% | 0%
NC(=O)CSc1nnc(Cn2c(=O)sc3ccccc32)n1-c1cccc(Cl)c1 | -4% | nt | 0% | -1% | -8% | 2% | -12% | ? | 21% | -12%
COc1cccc(OCC(=O)Nc2ccncc2)c1 | -1% | -2% | 1% | -14% | -5% | -8% | ? | ? | -32% | nt
CCc1ccccc1NC(=O)c1cc(-c2ccc3c(c2)OCO3)on1 | 4% | 0% | ? | -6%&-1% | ? | ? | 1% | -9% | 62% | 7%
CCC(C(=O)Nc1ccc2c(c1)OCCO2)n1c(=O)[nH]c2ccccc2c1=O (stereo not drawn) | 2% | -2% | 0% | -18% | 1% | ? | 2% | -21% | 11% | 12%
CCOc1ccc(CN(C(=O)c2oc3cc(C)ccc3c2C)C2CCS(=O)(=O)C2)cc1 (stereo not drawn) | 1% | nt | -1% | -1% | -7% | -1% | 4% | 3% | -83% | -4%
CN(C)c1cc(O)c(C(=S)Nc2ccccc2)c(N(C)C)c1 | 3% | -5% | 24% | 24µM* | 20% | -4% | 17% | ? | -25% | 6%
CCCOC(=S)NC(=O)c1sc2ccccc2c1Cl | 78%[activator] | nt | -3% | -4% | 2% | nt | -9% | 1% | 1% | 4%
CN(C(=O)CCl)C1CCCc2ccccc21 (stereo not drawn) | 6% | ? | -7% | -3% | -27% | 10% | -10% | ? | -102%[inhibitor] | -10%

Taken from the entries so far (two entries):
SMILES | MBNL1-CUG inh | uPA generation | NPC1 prom act | FLuc modulator | Rab9 promoter act | ELG1 genotoxic | Gal4-VP16 FLuc | RORg inh | BRCA1 expr up | p53 reactivator
COc1cccc(OCC(=O)Nc2ccncc2)c1 | -1% | -2% | 1% | -14% | -5% | -8% | ? | ? | -32% | nt
CCc1ccccc1NC(=O)c1cc(-c2ccc3c(c2)OCO3)on1 | 4% | 0% | ? | -6%&-1% | ? | ? | 1% | -9% | 62% | 7%

Assay outcomes: PubChem, National Center for Advancing Translational Sciences (NCATS)
